# Screens: PubChem, NCI
# Growth percent in the NCI-60 one-dose screen (48 h, 10 µM unless noted): 100 = growth as untreated, 0 = no growth, -100 = all killed.
# PC-3: PC-3 prostate cancer cells; AID 1794754; 3.9% of 80,000 active
# SF-268: SF-268 CNS cancer cells; 3.1% of 82,000 active; AID 1794759
# SF-295: SF-295 CNS cancer cells; 5.6% of 79,000 active
# SNB-19: SNB-19 CNS cancer cells; 2.5% of 81,000 active; AID 1794751
# SF-539: SF-539 CNS cancer; 6.8% of 81,000 active; AID 1794752
# DU-145: DU-145 prostate cancer; 4.2% of 81,000 active
# U251: U251 CNS tumor cells. 5.4% of 80,000 active. AID 1794753
# SNB-75: SNB-75 CNS cancer; 5% of 79,000 active
# HCC-2998: HCC-2998 colon cancer. 4.7% of 79,000 active
# The depositor's hits bear a star; nt = no result given; & = joins results of further samples. Rule for the calls: active = growth percent below 10; inactive = the rest.
SMILES	PC-3	SF-268	SF-295	SNB-19	SF-539	DU-145	U251	SNB-75	HCC-2998
CCC(C)COC(=O)Nc1cccc(Cl)c1 (configuration not stated)	96	100	91	101	109	109	87	94	107
Cc1nc(N=C(N)N)nc2ccc3ccccc3c12	-19*	-25*	1.8*	-12*	4.6*	5.6*	-17*	-10*	13
COC(=O)c1c[nH]c(=S)n1Cc1ccccc1	92	112	108	99	109	134	106	90	102
c1cc2n(c1)CCc1cnc(NC3CCCCC3)nc1-2	95	104	100	102	92	116	100	93	113
CCN(CC)CCCC(C)Nc1c(C)cnc2cc(Cl)c(C)cc12 (configuration not stated)	88	88	85	100	72	92	85	95	75
O=C(N/N=C/c1c(Cl)cccc1Cl)c1cccc(Nc2ccnc(C(F)(F)F)c2)c1	77	125	90	86	93	120	90	94	89
O=C(CCc1nnc(CN2CCN(CCO)CC2)o1)c1nc2ccc([N+](=O)[O-])cc2[nH]1	88	92	94	101	100	102	102	95	109
CCN(Cc1cccc(S(=O)(=O)[O-])c1)c1ccc(C(=C2C=CC(=[N+](CC)Cc3cccc(S(=O)(=O)O)c3)C=C2)c2ccccc2S(=O)(=O)O)cc1	94	95	94	106	97	107	99	88	98
O=C1Nc2ccccc2/C1=C/c1cccn1CCCCCn1c2ccccc2c(=O)c2ccccc21	42	83	93	95	94	98	93	87	42
COc1c(F)ccc(C(=O)Nc2ccc3nc(NC(=O)C4CCCN(S(=O)(=O)c5cccc(Br)c5)C4)sc3c2)c1F (configuration not stated)	58	70	84	83	74	91	75	nt	125
Cc1ccc(C(=O)Nc2cc(-n3cnc(F)c3)cc(C(F)(F)F)c2)cc1C#Cc1cnc2cccnn12	90	92	64	106	3.4*	81	84	132	71
COc1cc(C2=NN(C=O)C(c3cccc(Nc4ccnc5cc(Cl)ccc45)c3)C2)cc(OC)c1OC (configuration not stated)	43	74	67	76	92	80	67	74	107
O=C(/C(=C(/c1cccc([N+](=O)[O-])c1)N1CCOCC1)N1CCOCC1)c1ccccc1	86	116	109	108	92	127	102	99	111
C=CCO[C@H]1CO[C@H]2[C@@H]1OC[C@H]2OCC=C	94	107	108	100	112	114	103	95	104
O=S(=O)(NCCCNc1nccc(-c2c(-c3ccc(F)c(O)c3)nc3occn23)n1)c1ccc(Cl)cc1	57	67	103	97	87	74	94	96	86
Fc1ccc2c(c1)Sc1ccccc1N2	91	100	97	96	98	104	91	91	101
O=C(COc1cc(O)c2c(=O)cc(-c3ccccc3)oc2c1)Nc1cccnc1	104	117	95	69	116	93	74	99	117
Cn1c(N2CCCCC2)nc(N)c(C=O)c1=O	93	99	82	102	94	110	102	74	93
CN1C(=O)N(C)C2SC(N/N=C/C=C/c3ccccc3)=NC21 (configuration not stated)	76	75	73	73	76	84	79	90	85
Cc1ccc(/C=C(/NC(=O)c2ccccc2)C(=O)Nc2ccc(S(N)(=O)=O)cc2)cc1	96	106	106	103	102	105	99	93	100
Cc1cc2nc(CC(=O)c3cccc([N+](=O)[O-])c3)c(=O)[nH]c2cc1C	68	98	75	nt	88	100	95	96	90
CCn1cc(C(=O)N[C@H]2C(O)[C@@H](O)C(CO)O[C@H]2O)c(=O)c2ccc(C)nc21 (some centres not stated)	107	101	104	107	97	110	103	105	108
CN1CCN(c2ccc(Nc3nc(NCCNC(=O)c4ccc(F)cc4)c4sccc4n3)cc2)CC1	72	74	61	92	-65*	88	37	92	70
CN1CC(c2ccc(Br)cc2)C2(SC(=Nc3ccccc3)N(Nc3ccccc3)C2=O)C12C(=O)Nc1ccccc12 (configuration not stated)	26	46	18	39	45	57	52	86	42
O=C(CSc1nc2sc3c(c2c(=O)n1Cc1ccccc1)CCCC3)N1CCN(c2ccccc2)CC1	83	94	101	110	103	103	91	79	103
O=C(NC(Cc1ccc(O)cc1)C(=O)Oc1ccc([N+](=O)[O-])cc1)OCc1ccccc1 (configuration not stated)	110	103	98	124	108	108	109	110	93
COC(=O)Cc1[nH]c(Cl)nc1C(N)=O	86	113	112	109	104	110	104	99	117
O=C1C2=C(C(=O)N1O)c1cn(c3ccccc13)CCCCCCn1cc2c2ccccc21	96	105	107	nt	96	108	106	91	110
O=C1COCCN1c1ccc(N2C(=O)C(Cl)C2c2cn(Cc3ccc(F)cc3)c3ccccc23)cc1 (configuration not stated)	101	100	103	103	99	107	102	86	110
O=C(CSc1nnnn1-c1ccccc1)c1cc2cc(Br)ccc2oc1=O	94	96	98	97	nt	111	89	88	102

# Some values from above.
# Entry of CCC(C)COC(=O)Nc1cccc(Cl)c1 (configuration not stated) in U251: 87
# Entry of COc1cc(C2=NN(C=O)C(c3cccc(Nc4ccnc5cc(Cl)ccc45)c3)C2)cc(OC)c1OC (configuration not stated) in SNB-19: 76
# Entry of O=C(COc1cc(O)c2c(=O)cc(-c3ccccc3)oc2c1)Nc1cccnc1 in SNB-75: 99
# Entry of C=CCO[C@H]1CO[C@H]2[C@@H]1OC[C@H]2OCC=C in SF-539: 112
# Entry of COC(=O)Cc1[nH]c(Cl)nc1C(N)=O in HCC-2998: 117
# Entry of Cc1ccc(/C=C(/NC(=O)c2ccccc2)C(=O)Nc2ccc(S(N)(=O)=O)cc2)cc1 in U251: 99

# Further records
SMILES	PC-3	SF-268	SF-295	SNB-19	SF-539	DU-145	U251	SNB-75	HCC-2998
O=C1CCCc2ccc(Cl)cc21	84	103	107	109	98	109	106	92	110
NC1=C(Cl)C(=O)c2ccccc2C1=O	53	72	41	72	75	27	51	-0.1*	101
CNC(=O)c1cc(Oc2ccc(NC(=O)Nc3ccc(Cl)c(SC)c3)c(F)c2)ccn1	34	51	34	75	47	72	56	71	51
COc1ccc2c(c1)c(-c1nc(-c3ccc4ccccc4c3)cs1)cn2S(=O)(=O)c1ccccc1	84	101	111	104	97	109	113	101	100
COc1ccc(-c2ccc(NC(=O)Nc3cccc(OC)c3)c(C)n2)cc1	82	101	101	112	99	104	91	94	91
CCCCCCCC/C=C\CCCCCCCCOc1cccc(CC(=O)NCC[N+]2(C)CCOCC2)c1	33	70	89	72	96	94	51	50	81
CC(=O)[C@H]1CC[C@]2(C)[C@@H]1CC[C@@H]1[C@@]3(C)Cc4nc5ccccc5nc4C(C)(C)[C@@H]3CC[C@]12C	64	94	82	96	103	100	101	98	95
CC1=C[C@H](N(C)C)[C@H]2C[C@@H]1C2(C)C	83	98	93	99	95	105	92	89	106
COc1ccc(C2=CC(c3ccc(C)cc3Br)N3C=CSC3=N2)cc1 (configuration not stated)	95	112	77	105	101	120	103	84	110
CN(C)c1nc(N)c(N=O)c(N)n1	99	110	127	112	110	113	103	99	113
O=C1CCC2(CCCCC2)N1	101	106	118	102	117	115	104	97	105
N#C/C(=C/c1ccc(Cl)cc1)C(=O)O	106	nt	97	103	102	nt	99	94	98
CCOC(=O)C(=O)c1c(C)[nH]c2ccccc12	91	102	108	100	96	109	94	72	nt
CCCCCCCCCCCC1=NCCCN1CCCC	89	101	101	101	110	103	100	102	76
O=C(O)/C=C(/C(=O)O)C1CCCC1	99	96	104	112	105	107	101	85	108
NNC(=O)c1cc2ccccc2cc1O	94&79	83&86	97&104	99&96	97&109	103&104	89&82	90&87	98&114
N[C@@H]1CCN(C(=O)c2cc3cc(Cl)c(F)c(F)c3[nH]2)C1	90	80	95	90	87	102	86	nt	96
O=C1Nc2ccccc2/C1=N/n1c(N/N=C/c2cccnc2)n[nH]c1=S	85	91	100	100	95	102	112	50	111
Cc1cccc([N+](=O)[O-])c1C	96	112	124	98	113	117	107	nt	98
COc1ccc(NC(=O)c2sc3nc4c(cc3c2N)CCCC4)cc1	27	59	8.6*	35	3.5*	11	23	17	53
CCCCOc1ccc(C(=O)OCC(CC)NCCC)cc1N (configuration not stated)	86	104	100	94	95	111	100	97	94
CC(=O)Nc1ccc(S2=Nc3ccccc3S2)cc1 (configuration not stated)	81	101	103	102	99	107	94	85	101
COc1ccc(-c2nnc(COc3ccc(-c4nnc(N)s4)cc3)o2)cc1Cl	83	79	nt	83	97	95	nt	85	95
CN1CCN(c2nc(SCc3ccc(F)cc3)nc(-c3ccc(F)cc3)c2C#N)CC1	68	84	43	60	45	97	74	25	98
COC(=O)C1CCN(S(=O)(=O)c2ccc(-c3ccccc3)cc2)CC1	90	102	195	98	101	110	111	88	103
CCC(=O)N1CCCC1=O	101	102	100	96	101	110	98	94	100
COc1ccc2cc([C@H](C)C(=O)N/N=C/c3ccc(O)cc3)ccc2c1	76	113	82	85	82	95	90	97	101
S=C(S)Nc1cccc(Cl)c1	88	106	114	nt	97	97	98	79	97
Cc1cccc(NC(=O)CN2CCN(c3cc(=O)n(-c4ccccc4)c4ccccc34)CC2)c1	65	72	82	75	86	86	84	71	86
COc1cc2c3nc4cc(C)c(C)cc4nc3n(CCC(C)C)c2cc1OC	61	72	45	57	70	70	81	71	76

# Whole records from above. Order of screens: PC-3, SF-268, SF-295, SNB-19, SF-539, DU-145, U251, SNB-75, HCC-2998
# `CCC(=O)N1CCCC1=O` across the screens: 101, 102, 100, 96, 101, 110, 98, 94, 100
# `CC(=O)Nc1ccc(S2=Nc3ccccc3S2)cc1` (configuration not stated) across the screens: 81, 101, 103, 102, 99, 107, 94, 85, 101
# `CN(C)c1nc(N)c(N=O)c(N)n1` across the screens: 99, 110, 127, 112, 110, 113, 103, 99, 113

# Filtered by structure, those above with a CF3 group (two)
SMILES	PC-3	SF-268	SF-295	SNB-19	SF-539	DU-145	U251	SNB-75	HCC-2998
O=C(N/N=C/c1c(Cl)cccc1Cl)c1cccc(Nc2ccnc(C(F)(F)F)c2)c1	77	125	90	86	93	120	90	94	89
Cc1ccc(C(=O)Nc2cc(-n3cnc(F)c3)cc(C(F)(F)F)c2)cc1C#Cc1cnc2cccnn12	90	92	64	106	3.4*	81	84	132	71

# Going on with the list.
SMILES	PC-3	SF-268	SF-295	SNB-19	SF-539	DU-145	U251	SNB-75	HCC-2998
O=C(/C=C/C12c3ccccc3C(c3ccccc31)C1C(=O)NC(=O)C12)c1cccs1 (configuration not stated)	34	33	52	39	54	14	16	17	99
CCCN(CCC)C(=O)c1ccc(C)cc1	87	100	92	98	101	109	85	105	87
CC(C)(C)OC(=O)N1CCc2c(sc3ncnc(Nc4ccc(NC(=O)Nc5ccc(Cl)cc5)cc4)c23)C1	80	87	92	90	92	99	83	74	113
Cc1ccc(C)c(Oc2c(/C=N\N=c3\sc4ccccc4n3C)c(C)nn2-c2ccccc2)c1	94	92	100	101	101	106	104	84	102
C[N+](C)(C)CCCC#CC[N+]1(C)CCc2ccccc2C1 (configuration not stated)	97	92	101	109	103	101	99	86	107
O=C(c1ccc(Cl)cc1)C1[C@H](c2ccc(Cl)cc2)[C@@H](c2ccccc2)NC12C(=O)Nc1ccccc12 (some centres not stated)	29	48	46	70	75	65	46	51	34
CC(C)C1=CC2=CC[C@@H]3C(C)(C)C(=O)[C@@H](O)C[C@@]3(C)[C@@H]2CC1	98	95	98	101	105	107	97	84	112
Cc1ccc(-n2c(CSc3ccc(Cl)cc3)nnc2SCc2nc3ccccc3[nH]2)cc1	34	90	58	69	91	98	79	56	68
CCOC(=O)C[C@@H]1C(=O)N2CC[C@]3(C(=O)Nc4ccc(Br)cc43)[C@H]2C[C@@H]1C(=O)OCC	93	99	99	100	93	105	102	nt	107
Cc1ccc(Nc2oc(-c3ccccc3)nc2[P+](c2ccccc2)(c2ccccc2)c2ccccc2)cc1	-21*	11	-86*	0.3*	-61*	-19*	-58*	-2.2*	-89*
C=CCn1c(SCC(=O)Nc2cccc(C(=O)/C=C/c3ccc(OC)c(OC)c3)c2)nc2ccccc2c1=O	80	89	104	77	90	95	77	84	100
N#Cc1cc([N+](=O)[O-])ccc1N/C(N)=N/c1nc2ccccc2s1	92	98	102	99	99	109	104	91	113
O=C(CC1Sc2ccccc2NC1=O)NNc1cc(Cl)ccc1Cl (configuration not stated)	83	75	94	83	63	106	87	50	89
CCOC(=O)C/C(=N\Nc1cc(=O)[nH]c2ccc(OC)cc12)C(=O)OCC	89	98	101	100	91	100	106	95	101
Cn1c(=O)c2[nH]c(N3CCCCC3)nc2n(C)c1=O	nt	105	112	92	93	110	104	79	nt
O=C(C(=O)c1cc(Br)ccc1O)c1cc(Br)ccc1O	47	38	68	38	53	68	44	60	nt
Clc1nc(-c2ccncc2)nc2sc3c(c12)CCCCCC3	99	99	nt	nt	93	92	100	90	112
O=C(O)c1ccc(-n2cc(C(c3oc(CO)cc(=O)c3O)c3oc(CO)cc(=O)c3O)c(-c3ccc(F)cc3)n2)cc1	107	99	100	97	99	102	103	96	107
COc1cc2ncnc(Nc3ccc(F)c(Cl)c3)c2cc1OCC(=O)N1CCN(c2ccc(F)cc2)CC1	95	80	94	84	100	61	107	91	98
Cn1c2c(c(=O)n(C)c1=O)CN(Cc1ccccc1)CN2	100	120	104	100	102	120	nt	83	101
CC(C)(CC(=O)O)CC(=O)O	101	102	110	99	95	111	109	90	100
CC(Nc1ncnc2ccc(-c3cnc4cnccn34)cc12)c1ccccc1 (configuration not stated)	64	68	51	57	66	37	76	81	81
COc1ccc(/C=N/N=C(\C)c2nnn(-c3ccc([N+](=O)[O-])cc3)c2C)cc1OC	92	102	97	100	103	105	101	93	99
CS(=O)(=O)Oc1ccc(-c2cn3ccoc3n2)cc1	102	103	96	100	104	105	104	102	116
N#CCCn1nc2c(c1N)CCC2	95	94	105	97	94	87	98	88	96
CCN(CC)C(=O)CSc1ccc(Cl)nn1	103	105	94	97	98	109	94	102	107
CC(C)=CCc1cc(/C=C2\OC(=O)C(c3cc4c(cc3O)OC(C)(C)CC4)=C2O)ccc1O	79	109	104	76	110	122	78	95	94
C#CCN(C)Cc1ccccc1	105&100	100&107	98&108	102	98	111&111	101&105	115&106	98&103
